From PubChem BioAssay
UTI89 phage lysis: inhibition of K1F phage lysis, E. coli UTI89, bacterial capsule biogenesis inhibitors, alamar blue (AID 488966); one-dose inhibition, % at 100 µM; IC50 in µM for titrated hits; hit rate 0.02% among 340,000; E. coli UTI89 K1F phage lysis, alamar blue, 2 h; higher % means a stronger effect;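 active = phage lysis inhibition, versus mean bacterial control, above a set limit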;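 note: capsule biogenesis inhibitors block K1F phage lysis so surviving cells raise fluorescence; higher fluorescence means more inhibition of phage lysis; actives were called in the ten point dose series up to 300 µM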
XIAP displacement: XIAP antagonists, biochemical, IAP family, fluorescence polarization (AID 1018); XIAP BIR domain, fluorescence polarization peptide displacement; higher % means a stronger effect; one-dose displacement, % at 20 µM; IC50 in µM for titrated hits; hit rate 0.007% among 200,000; in the data active = displacement above about 50%; note: a part of the inactive calls stands beside numbers as strong as those of hits
SIAH1 antagonists: Siah-1 peptide-binding antagonists, primary screen, biochemical, fluorescence polarization, rhodamine-plectin, uHTS (AID 1817); E3 ubiquitin-protein ligase SIAH1 (Homo sapiens); Siah-1 / rhodamine-plectin peptide fluorescence polarization; higher % means a stronger effect; displacement, % at 20 µM; hits with a dose series show IC50 in µM; hit rate 0.02% among 290,000;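 active = displacement of at least 50% at 20 µM, with a fluorescence ratio check between 0.3 and a set limit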;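 note: plate controls were Siah plus tracer with DMSO for no effect and tracer alone without Siah for full effect; strong numbers were not always called active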
Hep lipid drop: inhibitors of hepatocyte lipid droplet formation, primary screen, imaging, high-throughput imaging, BODIPY stain. hit rate 0.4% among 240,000. AID 1656, 2009. AML12 mouse hepatocytes, oleate lipid droplets. inhibition, % at 6.5 µM;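 active = lipid droplet intensity inhibited by at least 50%, with more than 500 cells counted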
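Material: mouse AML12 hepatocyte cell line, fixed after treatment; Timing: compound with oleate, overnight; Technique: high-content imaging of BODIPY-stained droplets and DAPI nuclei; Probe or stimulus: oleate, 100 µM final; Dosing: compound at 6.5 µM only.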
P. falciparum M1AAP: P. falciparum M1AAP inhibitors, biochemical, fluorogenic H-Leu-NHMec substrate, 1536-well (AID 1445). Aminopeptidase N (Plasmodium falciparum (isolate 3D7)). recombinant M1AAP, H-Leu-NHMec fluorogenic kinetic assay; higher % means a stronger effect. one-dose inhibition, % at 30 µM; IC50 in µM for titrated hits. hit rate 0.42% among 220,000;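 active = primary inhibition above the hit cutoff, then over 50% inhibition at one or more dose response concentrations, cut at about 23% in these data, passing the limit was not always enough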;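 note: plate controls were DMSO full reaction for no effect and no enzyme background for full effect; strong numbers were not always called active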
P. falciparum M17LAP: P. falciparum M17LAP inhibitors, primary screen, biochemical, fluorogenic H-Leu-NHMec substrate, 1536-well (AID 1619) | inhibition, % at 30 µM, or IC50 in µM where a hit was titrated | hit rate 0.38% among 220,000 | Leucine aminopeptidase (Plasmodium falciparum (isolate 3D7)) | recombinant M17LAP, H-Leu-NHMec fluorogenic kinetic assay; higher % means a stronger effect;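 active = compound inhibiting the enzyme by more than half at any dose during confirmatory dose-response retesting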;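 note: plate controls were full reaction with DMSO carrier for no effect and no enzyme background for full effect; strong numbers were not always called active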
PMI inhibitors: inhibitors of human PMI, primary screen, biochemical, fluorescence intensity, coupled assay (AID 1209). hit rate 0.42% among 190,000. one-dose inhibition, % at 20 µM; IC50 in µM for titrated hits. Mannose-6-phosphate isomerase (Homo sapiens). purified PMI enzyme, coupled fluorescence intensity; higher % means a stronger effect;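 note: plate controls were DMSO vehicle for no effect and wells lacking substrate for full effect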
human PMI inhibitors: human PMI inhibitors, high substrate, primary screen, biochemical, fluorescence intensity, high mannose 6-phosphate (AID 1220); Mannose-6-phosphate isomerase (Homo sapiens); recombinant PMI enzyme, coupled fluorescence intensity; higher % means a stronger effect; inhibition, % at 20 µM; hits with a dose series show IC50 in µM; hit rate 0.66% among 190,000
TNAP activation fold: human TNAP enzyme activators, primary screen, biochemical, luminescent, no phosphate acceptor, uHTS (AID 1001); hit rate 0.03% among 200,000; activation fold at 20 µM, or EC50 in µM where a hit was titrated; Alkaline phosphatase, tissue-nonspecific isozyme (Homo sapiens); purified TNAP, luminescent activation assay, no phosphate acceptor; higher activation fold means a stronger effect; in the data active = activation fold from about 3, or a potency from the dose series; inactive = the rest, 99 in 100 with activation fold below about 1.6; note: many of its hits are not listed in these tables
Hep lipid drop cells 6.5 µM: second read-out of Hep lipid drop, no call of its own (marks repeat the call); cell count; measured here: cell count, cytotoxicity flag;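 cells counted across two imaged fields per well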
Starred values were filed as active, the others as inactive; i = inactive; x = not tested or not shown; [ ] = remark or other dose. Cut-off read from the data, not from the text of the source, unless noted: active = inhibition above about 50%; inactive = the rest.

SMILES	UTI89 phage lysis	XIAP displacement	SIAH1 antagonists	Hep lipid drop	Hep lipid drop cells 6.5 µM	P. falciparum M1AAP	P. falciparum M17LAP	PMI inhibitors	human PMI inhibitors	TNAP activation fold
Cc1ccc(OCCN2CCN(c3ncnc4sc(C)c(C)c34)CC2)cc1	-0.1%	-3.7%	-0.8%	-17.9	728	8.5%	-0.7%	8.1%	6.3%	1.2
O=C(COC(=O)CN1C(=O)C(=O)c2ccccc21)OCN1C(=O)c2ccccc2C1=O	2.7%[50 µM]	-6.4%	3.2%	0.4	677	9.8%	1.9%	25.2%	32.2%	1.2
CCOc1ccccc1NS(=O)(=O)c1ccc(Br)s1	5.6%	-5.8%	2.8%	-3.7	772	4.5%	-7.7%	5.4%	-2.3%	1.1
N=c1sccn1CC(=O)Nc1ccc(S(=O)(=O)N2CCOCC2)cc1	1.9%	0.3%	-1.4%	x	x	-2.2%	-8.5%	1.2%	11.4%	1.1
COc1ccc(CCNC(=O)COC(=O)C23CC4CC(CC(C4)C2)C3)cc1	0.2%[50 µM]	-4.7%	9.4%	-14.1	693	15.7%	8.1%	2.4%	-2.4%	1.1
Nc1ccn(Cc2ccc(F)cc2)n1	0.2%	-0.8%	3.0%	-0.7	746	8.2%	-1.9%	-1.5%	-7.0%	1.1
CCOC(=O)CC1C(=O)NCCN1C(=O)c1cc2c(=O)n3ccccc3nc2s1 (stereo not given)	x	-4.4%	-6.9%	x	x	-1.8%	-394.9%	-4.3%	9.6%	1.1
CCOC(=O)N=Nc1c(O)n(C)c2ccccc12	1.9%	-1.8%	3.6%	14.9	567	5.3%	7.6%	2.1%	2.4%	1
O=C(C1=C(O)C(=O)N(c2ncccn2)C1c1cccc(Cl)c1)c1ccco1 (stereo not given)	1.1%	-1.6%	-0.4%	5.1	750	16.1%	8.5%	-26.4%	-56.4%	1.1
CCCCC[n+]1ccn(C2=C([O-])c3ccccc3C(=O)/C2=N\S(=O)(=O)c2ccc(Cl)cc2)c1	11.4%	x	-5.1%	5.8	727	1.0%	16.2%	x	x	x
Cc1ccc(Cl)cc1NC(=O)COC(=O)c1ccc(N2CCCC2)c([N+](=O)[O-])c1	x	-2.8%	23.2%	0.5	506	0.9%	-8.3%	17.0%	-2.8%	1.1
O=C(Nc1nnc(-c2ccccn2)o1)c1cccc(Cl)c1	0.6%	-5.3%	8.3%	28.3	723	-1.5%	4.2%	-15.3%	-6.6%	1.1
Cc1cc(C)n(-c2ccc(C(=O)OCC(=O)Nc3ccccc3[N+](=O)[O-])cc2)n1	0.7%[50 µM]	-4.9%	7.0%	6.7	545	-2.0%	2.2%	13.0%	5.1%	1
O=C(NCc1nnc2n1CCCCC2)c1ccc(Cl)cc1Cl	1.0%	-8.0%	2.9%	1.1	772	1.5%	26.8%	5.6%	-0.6%	1.1
Cn1c(=O)n(C)c2cc(S(=O)(=O)NCCOCCO)ccc21	2.0%	-4.9%	-5.7%	12.3	758	-3.7%	-4.4%	-8.8%	-5.4%	1.2
COC(=O)/C=C(\C)NC(=O)c1cccs1	8.3%	0.7%	-0.6%	x	x	4.4%	-3.4%	-2.4%	-2.9%	1.2
O=[N+]([O-])c1c(NCCCO)cc(Sc2nc3ccccc3s2)c2nonc12	-3.7%	-2.8%	6.7%	x	x	5.7%	-13.4%	x	44.2%	0.9
S=C(Nc1ccccc1)Nc1ccc(Cl)cc1Cl	0.7%	-9.1%	-5.9%	0.0	578	-0.3%	2.2%	12.7%	13.9%	0.8
COc1ccccc1NC(=O)CSc1nc(O)cc(=O)n1-c1ccccc1OC	-0.4%	-2.5%	-4.0%	x	x	11.0%	-85.2%	7.3%	1.6%	1.1
CCOc1ccc(NC(=O)CSc2nnc(CNC(=O)c3ccco3)o2)cc1	0.0%	-1.4%	4.2%	6.4	718	3.4%	13.2%	-4.8%	-8.7%	1.1
COc1ccc2ccccc2c1/C=N/O	0.6%	-7.2%	-1.1%	x	x	6.6%	5.2%	-12.4%	-12.5%	1.1
CCC(=O)c1ccccc1OCCCn1cncn1	1.2%	-3.4%	-0.3%	10.1	764	9.5%	-5.5%	8.7%	16.6%	1.1
COCCCn1c(SCC(=O)N2CCc3ccccc32)nnc1-c1ccco1	0.9%	-8.5%	2.3%	13.7	763	12.9%	5.5%	6.6%	11.8%	1
COC(=O)c1c(NC(=O)CSc2nc3ccccc3c(=O)n2Cc2ccco2)sc(C)c1C	1.1%[50 µM]	-1.8%	4.3%	-2.0	669	-3.1%	-6.4%	15.6%	15.8%	1.1
O=C(CSc1ccccn1)Nc1nc2ccccc2s1	3.7%	-2.6%	10.0%	-2.5	622	7.0%	7.6%	3.3%	-4.0%	1.1
CCOc1c(CNCc2ccc(C(=O)O)cc2)cccc1OC	-1.4%	-1.1%	-3.0%	-0.5	612	4.0%	-2.9%	-15.3%	-0.9%	1
CN(NC1OC(=O)c2ccccc21)c1c([N+](=O)[O-])cc(C(F)(F)F)cc1[N+](=O)[O-] (stereo not given)	-1.9%	x	-0.8%	-11.2	709	9.5%	8.6%	x	x	x
CCCC[C@@H]1CNC(=S)N1CCCc1cc(OC)c(OC)c(OC)c1	-0.3%	-3.0%	13.9%	-1.7	719	2.4%	-0.2%	6.2%	2.6%	1.1
O=C1c2cnc3ncnn3c2CC2c3ccccc3CCN12 (stereo not given)	-0.2%	-4.9%	-1.5%	2.0	663	13.5%	-17.6%	-14.4%	-9.3%	1
CCOC(=O)C1=C(Cn2cnc3ccccc32)NC(=O)NC1c1ccc(OC)cc1 (stereo not given)	6.0%	-0.8%	0.7%	-3.2	679	-8.9%	-12.0%	-2.0%	-4.2%	1.1
O=C(Oc1ccc(N(Cc2cccs2)C2=NS(=O)(=O)c3ccccc32)cc1)c1ccccc1	3.9%	-0.2%	-2.1%	4.9	793	6.8%	1.1%	4.5%	-2.3%	1.1
O=C(NCC1(c2ccccc2)CCCC1)C(=O)N1CCOCC1	0.3%	0.2%	-4.8%	-3.7	720	-6.2%	1.0%	-9.4%	-6.1%	0.9
CCOc1ccc(Cl)cc1CSc1n[nH]c(CC)n1	0.0%	-4.4%	4.0%	31.9	734	2.0%	-3.2%	12.1%	8.6%	1.1
COc1ccccc1NS(=O)(=O)c1cc(NC(=O)Nc2ccc(Cl)cc2Cl)ccc1N1CCCCC1	2.0%[50 µM]	-4.1%	3.9%	11.8	624	4.2%	18.4%	2.0%	4.1%	1.3
CCCn1c(SCC(=O)NCCc2ccccc2)nnc1C(C)C	0.2%	x	-1.8%	-4.0	742	-1.5%	3.5%	x	x	x
C=CCOc1c(Br)cc(CNc2ccc(NC(=O)C(C)C)c(OC)c2)cc1OC	0.2%	-1.2%	2.7%	x	x	18.5%	17.7%	26.6%	41.7%	1

Three compounds out of the list above, arranged by the value under SIAH1 antagonists, ascending:
mol	XIAP displacement	SIAH1 antagonists	P. falciparum M1AAP	P. falciparum M17LAP	PMI inhibitors	human PMI inhibitors	TNAP activation fold
O=C(NCC1(c2ccccc2)CCCC1)C(=O)N1CCOCC1	0.2%	-4.8%	-6.2%	1.0%	-9.4%	-6.1%	0.9
O=C1c2cnc3ncnn3c2CC2c3ccccc3CCN12 (stereo not given)	-4.9%	-1.5%	13.5%	-17.6%	-14.4%	-9.3%	1
C=CCOc1c(Br)cc(CNc2ccc(NC(=O)C(C)C)c(OC)c2)cc1OC	-1.2%	2.7%	18.5%	17.7%	26.6%	41.7%	1

(list continues)
SMILES	UTI89 phage lysis	XIAP displacement	SIAH1 antagonists	Hep lipid drop	Hep lipid drop cells 6.5 µM	P. falciparum M1AAP	P. falciparum M17LAP	PMI inhibitors	human PMI inhibitors	TNAP activation fold
COc1ccc(N/N=C(/C#N)S(=O)(=O)C(C)(C)C)cc1	0.6%	1.0%	19.9%	2.9	711	9.7%	5.2%	-17.0%	-8.3%	1.2
Cc1cccc(OCCSc2nncn2C)c1	0.3%	-1.9%	8.4%	1.8	709	-6.0%	-2.4%	-1.7%	3.4%	1.1
COc1cccc(NC(=S)N2CCN(c3ccc([N+](=O)[O-])cc3)CC2)c1	0.4%	-5.0%	-2.9%	-61.4	741	6.9%	4.0%	8.1%	16.6%	1
Cc1ccccc1CCN(CC(=O)NC1CCCCC1)C(=O)c1csnn1	0.0%	-3.6%	4.0%	-16.0	684	-2.6%	2.1%	13.3%	11.5%	1.1
CC1CCN(S(=O)(=O)c2ccc(NC(=O)Cn3nnc(-c4ccccc4F)n3)cc2)CC1	0.5%	-40.0%	9.4%	x	x	6.9%	-2.6%	7.0%	13.0%	1.2
COC(=O)C(O)(CC(=O)c1ccc(OC)cc1)C(F)(F)F (stereo not given)	0.1%	-3.8%	7.3%	10.0	655	1.5%	13.5%	10.3%	8.7%	1.1
CCn1c(CNc2ccc(C)cc2)nnc1SCC(=O)NCc1ccccc1	1.2%	-3.3%	1.4%	-7.4	724	3.6%	-8.2%	14.4%	12.4%	1.1
O=C(CN1C(=O)NC2(CCCc3ccccc32)C1=O)N1CCc2ccccc2C1 (stereo not given)	0.5%	-7.9%	2.7%	16.1	770	0.4%	0.1%	17.3%	16.2%	1
CCCCn1c(SCC(=O)N(C)C2CCS(=O)(=O)C2)nc2cc(S(N)(=O)=O)ccc21 (stereo not given)	0.1%	x	-6.0%	34.4	699	-5.2%	-11.0%	x	x	x
CCN(CC)CCNc1ccnc2cc(Cl)ccc12	i	-9.4%	-0.8%	8.1	617	10.9%	6.0%	9.4%	12.5%	1
O=C(Nc1nnc(C2CC2)s1)c1cc([N+](=O)[O-])ccc1N1CCCCC1	3.5%	-9.7%	-1.6%	9.6	636	1.0%	1.0%	-1.4%	4.8%	0.8
CC(C)C(=O)Nc1ccc(C(=O)Nc2nnc(C(C)C)s2)cc1	-0.2%	-2.7%	4.6%	13.0	738	-0.8%	-4.2%	2.1%	-3.4%	1
O=C(Nc1ccccc1)NC1(C(=O)NCCCN2CCOCC2)CCCCC1	4.9%	-1.5%	2.4%	x	x	0.4%	15.4%	-1.0%	4.9%	1.1
CC1Cc2ccccc2N1C(=O)CSc1ncccc1C(=O)O (stereo not given)	-0.2%[50 µM]	-0.2%	0.7%	x	x	x	x	-11.4%	1.8%	1.2
Cc1ccc(NCc2n[nH]c(=S)n2-c2ccccc2)cc1	0.1%	-1.2%	4.3%	21.3	674	1.5%	-3.0%	-1.8%	9.6%	1
